# CCR6 antag: antagonists of human CCR6 receptor | P51684 | CHO-K1 CCR6 PathHunter beta-arrestin, luminescence, CCL20-stimulated | inhibition, % at 20 µM | actives 0.49% (n = 340,000) | AID 493098;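 active = compounds whose inhibition of the agonist-driven luminescence signal at 20 µM reaches about 50%, limit read from the data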;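 also: cells stimulated with CCL20 at 14 nM final; plate controls were DMSO with CCL20 for no effect and DMSO without agonist for full effect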
# Target sequence (P51684 whole entry, looked up): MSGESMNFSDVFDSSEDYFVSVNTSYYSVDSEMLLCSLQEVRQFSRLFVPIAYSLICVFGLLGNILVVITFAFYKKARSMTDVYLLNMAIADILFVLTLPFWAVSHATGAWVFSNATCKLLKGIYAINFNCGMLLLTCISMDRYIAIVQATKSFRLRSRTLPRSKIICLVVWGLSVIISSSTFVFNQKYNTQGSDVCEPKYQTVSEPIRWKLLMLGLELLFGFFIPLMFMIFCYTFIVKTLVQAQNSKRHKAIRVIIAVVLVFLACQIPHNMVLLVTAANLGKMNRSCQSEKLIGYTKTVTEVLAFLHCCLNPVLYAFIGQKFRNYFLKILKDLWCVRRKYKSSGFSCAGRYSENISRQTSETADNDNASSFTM
# CXCR6 block: blocks human CXCR6 beta-arrestin recruitment; actives 0.36% (n = 360,000); AID 602244; O00574; inhibition, % at 20 µM; CHO-K1 PathHunter CXCR6 beta-arrestin, luminescence; in the data active = inhibition above about 34%, passing the limit was not always enough;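 also: antagonist mode with CXCL16 agonist at 10 nM final; 0% = 10 nM CXCL16 with DMSO and 100% = unstimulated wells without agonist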
# EBI2 block: antagonists of human EBI2 receptor; P32249; inhibition, % at 5 µM; EBI2 beta-arrestin recruitment, luminescence, 7a,25-OHC stimulated; AID 651636; actives 0.81% (n = 360,000); in the data active = inhibition above about 38%;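 also: enzyme fragment complementation signal reports receptor beta-arrestin coupling in cells; 0% = agonist plus DMSO wells and 100% = wells without agonist; some results beyond the cut were filed as inactive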
# Target sequence (P32249 whole entry, looked up, the tested form may be a part): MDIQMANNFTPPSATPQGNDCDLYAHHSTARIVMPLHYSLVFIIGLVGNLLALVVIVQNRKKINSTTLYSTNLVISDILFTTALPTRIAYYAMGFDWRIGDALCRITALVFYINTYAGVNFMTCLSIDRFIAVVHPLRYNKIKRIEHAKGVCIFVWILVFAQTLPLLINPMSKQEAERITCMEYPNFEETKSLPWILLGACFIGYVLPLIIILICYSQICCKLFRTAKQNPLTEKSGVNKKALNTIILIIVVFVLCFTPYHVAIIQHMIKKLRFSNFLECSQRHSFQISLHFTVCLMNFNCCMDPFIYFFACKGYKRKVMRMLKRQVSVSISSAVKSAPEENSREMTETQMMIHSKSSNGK
# APJ antagonist: blocks the human apelin receptor APJ | CHO-K1 APJ beta-arrestin complementation, luminescence | inhibition, % at 20 µM | actives 0.32% (n = 330,000) | AID 2521;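 active = inhibition above about 40% at 20 µM, limit read from the data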;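 also: cells challenged with 10 nM apelin-13 agonist together with compound; plate controls were apelin-13 plus DMSO wells for no effect and DMSO wells lacking apelin-13 for full effect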
# UBC13 polyUb: inhibitors of human UBC13 polyubiquitin chain formation; AID 485273; inhibition, % at 20 µM; P61088; TR-FRET; actives 0.47% (n = 330,000); in the data active = inhibition above about 45%, passing the limit was not always enough
# Target sequence (P61088 whole entry, looked up): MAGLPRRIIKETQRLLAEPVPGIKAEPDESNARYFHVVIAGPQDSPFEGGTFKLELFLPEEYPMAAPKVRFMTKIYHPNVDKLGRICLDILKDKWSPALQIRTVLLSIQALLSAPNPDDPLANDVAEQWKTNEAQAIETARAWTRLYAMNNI
# Gli-Sufu block: blocks Gli-Sufu signaling in a luciferase reporter; Sufu-KO-LIGHT fibroblasts, Gli luciferase reporter luminescence; inhibition, % at 5 µM; actives 0.74% (n = 340,000); AID 588413;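 active = inhibition above about 55%, limit read from the data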;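 also: 0% = DMSO-treated cells and 100% = wells with medium but no cells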
# Jurkat NFkB inh: inhibitors of the PMA/ionomycin-induced NF-kB reporter in Jurkat cells; PMA/ionomycin-induced NF-kB luciferase reporter, luminescence; inhibition, % at 4 µM; actives 0.53% (n = 330,000); AID 435003; in the data active = inhibition above about 50%
# 697 NFkB inh: lowers PMA/ionomycin-induced NF-kB signal in 697 B cells; 697 B-cell NF-kB luciferase reporter, 16 h; inhibition, % at 4 µM; actives 0.33% (n = 330,000); AID 435022; in the data active = inhibition above about 35%
# * hit, by the source's call; x = no result given.
Compound	CCR6 antag	CXCR6 block	EBI2 block	APJ antagonist	UBC13 polyUb	Gli-Sufu block	Jurkat NFkB inh	697 NFkB inh
CCOC(=O)N1CCN(C(=O)c2cccc(S(=O)(=O)Nc3ccc(F)cc3)c2)CC1	11	0	-7	x	x	0	x	x
O=C(c1ccc(S(=O)(=O)N2CCc3ccccc3C2)cc1)N1CCCCC1	6	-2	8	0	12	14	11	13
O=C(CSc1nnc(CNc2ccc(F)cc2)n1Cc1ccco1)N1CCOCC1	-15	0	-3	4	-3	6	10	-3
Cc1ccc(NC(=O)N2CCCC2)cc1Cl	4	-1	1	11	1	-10	-7	-4
Cc1ccccc1CC1(CO)CCCN(Cc2c(C)nn(C)c2Cl)C1 (stereo unspecified)	15	-6	8	9	2	7	12	1
COCCN1C(=O)c2ccccc2C(C(=O)NCCN(C)C)C1c1ccc(F)cc1 (stereo unspecified)	18	-1	-6	14	0	-4	12	8
CC12CC(c3ccccc3O1)N(C(=O)c1ccco1)C(=S)N2c1ccc(F)cc1 (stereo unspecified)	21	1	9	7	-4	5	1	-2
CC(=O)Oc1cccc(N2C(=O)c3ccc(C(=O)Nc4c[nH]c(=O)[nH]c4=O)cc3C2=O)c1	2	2	-7	3	-19	-28	-12	-11
c1coc(CNc2ncnc3c2oc2ccccc23)c1	1	10	7	12	7	3	10	-21
c1ccc(CCN2CN=C(Nc3nc4ccccc4o3)NC2)cc1	-7	-2	6	-19	10	-27	-17	-21
Cc1ccc2c(c1)cc(CN(Cc1ccco1)S(=O)(=O)c1ccccc1)c1nnnn12	7	6	22	-5	-4	13	22	-68
COc1ccc(N2C(=O)C(CC(=O)O)S/C2=C\C(C)=O)cc1 (stereo unspecified)	-8	-4	-15	8	-4	-3	-7	-3
Cn1c(=O)oc2cc(S(=O)(=O)NCCC(=O)N3CCN(c4ccccc4F)CC3)ccc21	4	-3	2	0	-3	-1	6	14
CN1C(=O)/C(=C/c2ccc(OCc3ccc(F)cc3)cc2)NC1=S	6	5	8	1	0	12	-13	-24
COc1cc(CCC(=O)OCc2nnc(-c3ccccc3)o2)cc(OC)c1OC	11	-7	3	-6	-4	-4	-15	0

# Compound profiles, as listed above:
# `O=C(c1ccc(S(=O)(=O)N2CCc3ccccc3C2)cc1)N1CCCCC1` as listed: CCR6 antag = 6; CXCR6 block = -2; EBI2 block = 8; APJ antagonist = 0; UBC13 polyUb = 12; Gli-Sufu block = 14; Jurkat NFkB inh = 11; 697 NFkB inh = 13
# `Cc1ccc(NC(=O)N2CCCC2)cc1Cl` as listed: CCR6 antag = 4; CXCR6 block = -1; EBI2 block = 1; APJ antagonist = 11; UBC13 polyUb = 1; Gli-Sufu block = -10; Jurkat NFkB inh = -7; 697 NFkB inh = -4

# (more compounds)
Compound	CCR6 antag	CXCR6 block	EBI2 block	APJ antagonist	UBC13 polyUb	Gli-Sufu block	Jurkat NFkB inh	697 NFkB inh
CC1(C)CC(=O)c2cc(C(=O)NC3CCSC3=O)c(=O)n(-c3ccccc3)c2C1 (stereo unspecified)	-6	-5	-2	-1	0	2	-2	-2
Cc1[nH]c(-c2ccc(F)cc2)cc1C(=O)N1CCN(c2cccc(Cl)c2)CC1	0	-4	91*	9	5	-12	9	-1
CN(CCNC(=O)c1cn(C)c2ccc(S(=O)(=O)N3CCCC3)cc2c1=O)CCc1ccccc1	16	0	-10	14	-1	7	0	-10
O=C(Cc1ccc(S(=O)(=O)N2CCCC2)s1)N1CCN(c2ccc(F)cc2)CC1	7	-1	7	-7	0	14	1	17
CN(C)Cc1c(C(=O)N/N=C/c2ccc(-c3ccccc3)cc2)nnn1-c1nonc1N	3	-3	0	-6	4	-11	-4	-12
NNC(=O)CCS(=O)(=O)c1ccc2ccccc2c1	-5	7	2	11	-3	1	-10	-13
Cc1cccc(C(=O)Nc2sc(C)c(-c3ccccc3)c2C#N)c1	2	4	5	-5	8	-80	-74	-167
C[C@H]1CN=C(Nc2ccccc2)N1CCc1ccccc1	-1	-7	-6	11	8	16	-10	1
CCN(CC)c1nc2n(c(=O)n1)CCN2CC	-10	-7	2	14	5	2	1	18
CN(CCc1ccccn1)C(=O)CC1C(=O)NCCN1Cc1ccccc1C(F)(F)F (stereo unspecified)	-15	0	2	15	-12	4	-1	-11
CCCCOc1ccc(C(=O)NCc2ccncc2)cc1	-4	-6	11	-22	-1	-6	-10	-8
O=[N+]([O-])c1cccc(/C=N\N2CCN(Cc3ccccc3Cl)CC2)c1	12	-7	11	6	3	-23	-21	-34
O=C(c1ccc(F)cc1)[C@@H]1[C@@H](C(=O)c2ccccc2)[C@@]2(C(=O)Nc3ccccc32)[C@H]2c3ccccc3C=CN12	x	x	x	-12	-19	x	2	-19
O=[N+]([O-])c1ccc(COc2ccccc2/C=N/O)cc1	6	5	-3	-3	23	-29	-38	-48
C=CCNC(=O)c1cc2sccc2n1C	2	5	0	-5	-9	-3	2	16
O=C(CNC(=O)C1CCCCC1)OCC(=O)c1cccc(Cl)c1	15	8	-5	19	-4	-2	-6	-11
O=C(O)c1ccc(/C=C2/SC(=S)N(Cc3ccccc3)C2=O)cc1	-5	11	10	x	x	5	x	x
COc1ccc(Cc2nc(-c3ccccn3)no2)cc1OC	0	2	-11	15	-21	-11	-9	-26
c1ccc(CN2CCC(N3CCC(N4CCCCCC4)CC3)CC2)cc1	2	-1	-3	-2	4	-1	-13	-8
C=CCOc1cccc(C2C(C(=O)c3ccco3)=C(O)C(=O)N2CCN(CC)CC)c1 (stereo unspecified)	3	-6	-2	5	-6	4	-2	-12
Clc1ccc(SCCn2ccnc2)cc1	7	-9	-3	8	0	-3	5	-10
CCN(C(=O)/C=C/c1cc(OC)c(OC)c(OC)c1)C1CCCCC1	16	-6	-6	9	6	7	8	19
CCC1CCCCN1CCCNC(=O)C1CCC(=O)N1Cc1ccc(C)cc1 (stereo unspecified)	-12	-1	0	-19	6	31	-1	19
Cc1nc(SCC(=O)NCCc2ccccc2)c2oc3ccccc3c2n1	-6	-4	-1	-6	-41	1	-6	7
O=C(c1ccc(NS(=O)(=O)c2cccs2)cc1)N1CCCCC1	3	8	-11	18	-1	7	-1	0
C/C(=N\NC(=O)c1[nH]c2c([N+](=O)[O-])cc(C)cc2c1-c1ccccc1)c1cccnc1	15	15	24	-19	6	19	36	24
O=c1nc2c(-c3cccc(Br)c3)n[nH]n2c2ccccc12	-6	1	-4	-2	5	-2	-19	-45
C/C(=N\NC(=O)c1csc(C)c1C)c1ccc(C)s1	1	10	1	14	0	-54	-32	-70
COc1cccc(CN(C)C(=O)c2ccc(COc3ccc(Cl)cc3)cc2)c1OC	22	-2	7	3	0	20	-39	-19
COC(=O)CCCC1=CC2=CC(=O)C(C)(OC(=O)C3CCCC3)C(=O)C2=CO1 (stereo unspecified)	14	x	x	-11	10	-3	-9	7
CCCSc1ccc([C@@H]2[C@H]3C(=O)N(CC)C(=O)[C@H]3[C@]3(C(=O)OC)CCCN23)cc1	10	0	4	6	-13	-1	4	-12
COc1ccc(C(=O)CSc2nnc(-c3cc(C)cc(C)c3)o2)cc1	0	0	5	13	-1	2	0	17
CC(C)CNC(=O)N[C@@H](CC(C)C)C(=O)O	1	-8	-8	9	16	9	-1	16
O=C(CCN1CCC(c2cccs2)=N1)c1cccs1	-1	-2	7	7	-10	-39	-62	-55
Cc1ccc(OC(C)C(=O)Nc2ccncc2)cc1C (stereo unspecified)	1	-7	10	-8	-2	0	0	3
CC(Oc1cccc(Cl)c1)C(=O)Nc1nc(-c2ccccn2)cs1 (stereo unspecified)	87*	70*	-1	30	4	-10	19	-9
Cc1ccc(NC(=O)CSc2nnc(-c3cccnc3)s2)cc1	-2	-10	-6	12	4	4	13	-2
Cc1cccc(OCC(=O)NCCCNC(=O)c2ccc(C)nc2)c1	6	-2	0	-7	4	0	1	11
O=C(CN1CCN(Cc2ccccc2)CC1)N/N=C/c1cccs1	1	-7	-6	1	-1	-2	-14	3
COc1ccc(C(=O)C2CCCN(C(=O)C3=CCCC3)C2)c(C)c1 (stereo unspecified)	-2	-4	13	-20	4	-1	10	2
COc1ccc2[nH]cc(C=O)c2c1	-1	-24	-16	-9	7	7	4	2
COc1ccc2sc3ccccc3c(=O)c2c1OC	5	4	-1	-35	-3	-6	-32	-8
Cc1cnc(C(=O)OCC(=O)c2ccc(F)c(F)c2)cn1	10	-10	5	21	1	-9	-7	7
Cc1csc(NC(=O)CSc2nc(C)nc3c2c(=O)n(C)c(=O)n3C)n1	0	-6	0	6	8	5	-2	-18
COCC(=O)NC1(c2nnnn2CCOC(=O)Nc2ccc(Cl)cc2)CCCCC1	7	10	-11	4	6	-21	-9	8
Cc1ccc(S(=O)(=O)NC(CC(C)C)C(=O)Nc2nccs2)cc1 (stereo unspecified)	20	-5	-3	-2	5	-3	-18	5
CCOc1cc(-c2sc(Nc3ccc(CC)cc3)n[n+]2-c2ccccc2)ccc1OC	11	13	5	19	34	14	-2	7
O=C(/C=C/c1cn(-c2ccccc2)nc1-c1ccccc1)Nc1ccc(C(=O)O)cc1	21	-10	3	4	14	-49	-16	-64
Cc1csc(C2=C(O)CN(CCc3ccccc3)C2=N)n1	12	-6	-8	10	-6	-3	-16	-9
CCc1ccc(NC(=O)CCc2nc3ccccc3[nH]2)cc1	3	-4	-8	-12	-10	3	-1	3
O=C(C1CC1)N1CCc2cc(Br)cc(S(=O)(=O)NCCCN3CCCC3)c21	-11	17	-3	-18	6	14	-13	8
CCc1cc2c(=O)n(-c3ccccc3)c(SCC(N)=O)nc2s1	8	-4	-1	11	-3	-4	-14	8
C=CCS(=O)(=O)N1CCC(CCOc2ccccc2)(C(=O)OCC)CC1	3	0	10	4	-14	8	0	-7
CSCc1c(C(=O)OCC(=O)NC2CCCCC2)oc2ccccc12	14	4	7	-16	-13	-1	-27	-25
COc1ccc(C)cc1NC(=O)CSc1nnc(-c2ccc(C)cc2)o1	18	-4	-5	-54	6	-32	-73	3
CS(=O)(=O)N(Cc1ccccc1)c1ccc(C(=O)Nc2ccccc2Sc2ccccc2)cc1	2	-1	-6	7	9	-1	5	0
CC(=O)c1c(C)[nH]c(C(=O)OCC(=O)c2ccc3c(c2)NC(=O)CO3)c1C	2	-4	3	-1	-6	-7	6	3
O=C(Cc1ccccc1)NNC(=O)c1cccs1	-8	-4	0	14	7	-1	5	19
Cc1ccnc2nc(C(=O)OCC(=O)NCCc3ccc(Cl)cc3)nn12	-4	-7	-9	5	6	-7	5	8
Cc1ccc(S(=O)(=O)NCCCCCC(=O)Nc2nccs2)cc1	3	3	4	3	3	-70	-9	10

# Entries listed so far that bear a hit mark in EBI2 block:
compound,CCR6 antag,CXCR6 block,EBI2 block,APJ antagonist,UBC13 polyUb,Jurkat NFkB inh,697 NFkB inh
Cc1[nH]c(-c2ccc(F)cc2)cc1C(=O)N1CCN(c2cccc(Cl)c2)CC1,0,-4,91*,9,5,9,-1

# Continuation:
Compound	CCR6 antag	CXCR6 block	EBI2 block	APJ antagonist	UBC13 polyUb	Gli-Sufu block	Jurkat NFkB inh	697 NFkB inh
COc1ccc(C2=NC(C)(C)Cc3cc(OC)c(OC)cc32)cc1OC	-4	0	-5	2	-5	15	-12	5
Cc1ccc(/C(N)=N/OC(=O)N2c3ccccc3Sc3ccccc32)cc1	13	-14	6	-38	6	1	4	-30
Cc1ccccc1-n1c(=O)n(CCc2ccccc2)c(=O)c2[nH]cnc21	1	-12	-12	9	-2	2	-8	-12
O=c1oc2ccccc2c2c1ncn2-c1ccccc1	-13	-5	-11	23	3	1	7	-2
O=C(c1csc2c1CCCC2)N1CCCCC1	-1	1	-1	10	-1	-1	-9	-17
Cc1n[nH]c(=O)nc1NCc1ccc(Cl)cc1	7	6	9	-9	4	3	-2	-10
Fc1ccc(-c2cn(-c3ccccc3)c3[n+]2CCS3)cc1	-4	6	10	2	-1	21	4	-30
CCOc1ccc(C(=O)CN2CCN(S(=O)(=O)c3ccc(Cl)cc3)CC2)cc1	1	-9	11	-5	-3	9	7	-17
COc1cccc(NC(=O)CSc2nc(O)c(C)c(=O)n2-c2ccc(C)cc2)c1	8	-13	1	12	3	-4	5	14
CC1CCCN(C(=O)COC(=O)c2cc([N+](=O)[O-])ccc2N2CCOCC2)C1 (stereo unspecified)	6	2	7	3	-16	-1	25	17
Cc1onc(-c2c(F)cccc2Cl)c1C(=O)Nc1ccc(Cl)c(S(=O)(=O)N(C)C)c1	-1	-3	0	-1	4	58*	-6	-4
